AMPAR-TARP mod: GluA2-stargazin AMPA receptor complex modulation; O88602+P19491; HEK293 GluA2+stargazin, membrane potential dye (FDSS), glutamate EC50; hits were called plate by plate, in both directions; calls only at 30 µM; 40,000 tested, 3.5% active; AID 1259245;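 active = any of four per-well response measures lying three or more SD from its plate-wide compound average, in either direction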
AMPAR-TARP mod agonism max-min: also measured in AMPAR-TARP mod; calls as there; compound max-min signal; compound-alone response (agonism);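 unitless range of fluorescence divided by baseline over first 100 seconds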
AMPAR-TARP mod glutamate slope: also measured in AMPAR-TARP mod; calls as there; glutamate slope, % of max; measured here: glutamate response slope, % max;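 scaled per plate between vehicle wells and maximal 1 mM glutamate control wells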
An asterisk follows results filed as active; i = inactive; + = active, no number. The list is partial (hit frequency here may not be typical).

SMILES	AMPAR-TARP mod	AMPAR-TARP mod agonism max-min	AMPAR-TARP mod glutamate slope
COc1ccc(-c2ccc(=O)n(CCNS(=O)(=O)c3cccnc3)n2)cc1	i	0.11	74
COc1ccc(Br)c(C(=O)NCCC(O)C2CC2)c1 (centres undefined)	i	0.088	65
CCCCN1CC(c2nc3ccccc3n2CCOc2cccc(C)c2)CC1=O (centres undefined)	+	0.18*	56*
CCc1ccc(OCCCC(=O)Nc2cc(C)ccc2OC)cc1	i	0.072	79
Cc1cc(C)n(CCN2CCN(S(=O)(=O)c3cccnc3)CC2)n1	i	0.15	43
CN(C)C(CNC(=O)C(=O)Nc1ccc([N+](=O)[O-])cc1)c1ccco1 (centres undefined)	i	0.09	90
CC(NC(=O)CC(NCc1ccccc1)C(=O)O)c1ccccc1 (centres undefined)	i	0.067	66
O=C(/C=C/c1ccco1)c1ccc(NC(=O)C23CC4CC(CC(C4)C2)C3)cc1	i	0.098	52
COc1ccc(S(=O)(=O)N2CCCc3cc(NS(=O)(=O)c4ccccc4Cl)ccc32)cc1	i	0.11	81
O=C(O)c1cccnc1SC1CC(=O)N(c2ccc(Cl)cc2[N+](=O)[O-])C1=O (centres undefined)	i	0.085	50
COc1ccc(CC(=O)NCC2CCN(Cc3ccco3)CC2)cc1	i	0.024	20
O=C(Nc1ccc2c(c1)OCO2)C1c2ccccc2Oc2ccccc21	i	0.064	20
COc1ccc(C(=O)NC(=O)N2CCCCC2)cc1	i	0.048	68
CC(=O)Nc1cccc(NC(=O)c2n[nH]c3ccccc23)c1	i	0.064	36
CCOc1nn(CC)cc1-c1nnc(SCC(=O)NC2CCCC2)n1C	i	0.045	31
COc1ccc(S(=O)(=O)CCCC(=O)N(Cc2ccccc2)c2nc3ccccc3s2)cc1	i	0.08	59
CC1CCN(c2ccc(N3CCN(C(=O)CCC4CCCC4)CC3)nn2)CC1	i	0.096	56
NC(=O)C1Cc2ccccc2N1C(=O)Nc1ccc2c(c1)OCO2 (centres undefined)	i	0.053	52
CCCOC(=O)c1c(NC(=O)c2cc3ccccc3oc2=O)sc2c1CCCCC2	i	0.079	19
Cc1noc(CNC(=O)c2ccc(N3CCCC3)nn2)n1	i	0.074	55
COc1ccccc1-c1nnc(NC(=O)c2ccc(C(C)=O)cc2)o1	i	0.12	33
CCOc1ccccc1C(=O)Nc1ccc(OC)c(N2CCCCC2=O)c1	i	0.045	42
C=CCNC(=O)C(=O)Nc1c2c(nn1-c1ccc(C)cc1C)CSC2	i	0.032	57
COc1ccc(OC)c2sc(N(CCN3CCOCC3)C(=O)c3ccc4c(c3)CCCC4)nc12	i	0.14	61
O=S(=O)(c1cccc(Cl)c1)N1CCN(CCn2cccn2)CC1	i	0.15	74
O=C1OC2CC1N(C(=O)c1ccc(Cl)s1)C2 (centres undefined)	i	0.12	48
CC(C)(C)c1ccc(C(=O)Nn2cnc3c(cnn3-c3ccccc3)c2=O)cc1	i	0.038	48
CS(=O)(=O)c1ccccc1C(=O)N(CCN1CCOCC1)c1nc2ccc(Cl)cc2s1	i	0.052	55
COc1ccc(C)cc1S(=O)(=O)Nc1ccc2c(c1)N(C(=O)c1cccs1)CC2	i	0.074	51
COC(=O)c1ccccc1NC(=O)c1ccc(=O)n(Cc2cccc([N+](=O)[O-])c2)c1	i	0.058	64
COc1ccc(C(=O)Nc2nc3ncccc3cc2-c2ccccc2)c(OC)c1	i	0.17	50
O=C(Cc1csc(Nc2ccc(OC(F)(F)F)cc2)n1)NCc1ccco1	i	0.16	53
CCn1c(SCc2ccccc2Cl)nnc1-c1cn(C)nc1OC	i	0.03	40
O=C(CCc1csc(NC(=O)c2ccc[nH]c2=O)n1)NCc1ccccc1Cl	i	0.16	61
CCCCN(Cc1ccccc1)C(=O)C(=O)c1c[nH]c2ccccc12	i	0.18	65
COc1ccc(C(=O)/C=C/c2cc(OC)c(OC)c(OC)c2)c(OC)c1	i	0.18	48
CCOc1ccccc1-n1c(C)cn2c3c(=O)n(CCCc4ccccc4)c(=O)n(C)c3nc12	i	0.069	69
CCCOc1cn(-c2ccc(F)cc2)nc1C(=O)N1CCN(c2ccccc2)CC1	i	0.094	61
CN(C)S(=O)(=O)N1CCNCC1	i	0.079	46
Cc1cc(S(=O)(=O)NC2CC(C)(C)NC(C)(C)C2)c(C)c(C)c1C	i	0.098	60
CC(C)(C)c1ccc(OCC(=O)Nc2ccc(CC(=O)NCc3cccs3)cc2)cc1	i	0.094	45
O=c1[nH]c2nccnc2c(=O)n1CCc1ccccc1	i	0.06	53
COc1ccc(CNC(=O)Cn2cc(-c3nc(-c4cnccn4)no3)ccc2=O)cc1	i	0.16	51
CCCNC(=O)c1ccc(-n2cnnn2)cc1	i	0.12	58
COc1ccc(-c2cc(CC(=O)N3CCc4ccccc43)no2)cc1OC	i	0.073	54
Cn1c(-c2ccccn2)nn(CCNC(=O)NCc2cccs2)c1=O	i	0.094	52
CCCN1C(=O)/C(=C/c2ccc(N3CCCC3)cc2)NC1=S	+	0.77*	112*
COc1cc(NC(=O)CN2N=NC3C(=O)N(c4ccc(Br)cc4)C(=O)C32)cc(OC)c1 (centres undefined)	i	0.098	42
COCCn1c(C(=O)NCc2ccccc2)cc2c(=O)n(C)c(=O)n(C)c21	i	0.098	63
CCOC(=O)c1ccc(NC(=O)Cn2nc(C(=O)Nc3ccc(C)cc3)ccc2=O)cc1	i	0.042	43
Cc1ccc(Nc2ccc(NC(=O)CCc3ccccc3)cc2)nn1	i	0.14	57
COC(=O)Cn1c(=NC(=O)c2ccnn2C)sc2cc3c(cc21)OCCO3	i	0.078	54
O=C(Cn1nc(-c2ccco2)ccc1=O)Nc1cc2ccccc2oc1=O	i	0.09	55
COc1ccc(CCNc2cc(C)nc3c4c(C)cc(C)nc4nn23)cc1OC	i	0.28	64
CCOc1cn(-c2ccc(F)cc2)nc1C(=O)Nc1ccccc1Cl	i	0.11	70
CCc1ccc(S(=O)(=O)Nc2cccc(N3CCCC3=O)c2)cc1	i	0.1	60
Nc1c(C(=O)N2CCCC2)nsc1C(=O)NCCc1cccs1	i	0.052	64
O=C(CSc1ccc(F)cc1)NCC1CCN(C(=O)c2cc3ccccc3o2)CC1	i	0.035	29
COC(=O)N1CCC(CNS(=O)(=O)/C=C/c2ccccc2)CC1	i	0.1	62
O=C(COc1ccc(Cl)cc1Cl)NCCCn1nc(-c2ccco2)ccc1=O	i	0.059	51

Going on with the list:
SMILES	AMPAR-TARP mod	AMPAR-TARP mod agonism max-min	AMPAR-TARP mod glutamate slope
Cc1ccc(NCCNC(=O)COc2ccc(Cl)cc2Cl)nn1	i	0.14	54
CCCCC(=O)N1CCN(c2ccc(-c3ccc(C)cc3C)nn2)CC1	i	0.03	26
CC1CCCCN1S(=O)(=O)c1cc(Br)ccc1Br (centres undefined)	i	0.038	67
O=C(CSc1nnc(CCn2ccc(=O)[nH]c2=O)o1)NCC1CCCCC1	i	0.047	47
O=C(CCc1csc(NC(=O)c2ccc(Cl)cc2)n1)NCc1ccccc1Cl	i	0.099	66
COc1ccc(S(=O)(=O)N2CCCOC2CNC(=O)C(=O)NCc2ccccn2)cc1 (centres undefined)	i	0.066	64
CNC(=O)/C(C#N)=C1/SC(C)C(=O)N1c1ccc(Cl)cc1 (centres undefined)	i	0.11	63
CCCc1nnc(SCC(=O)NC2CCCCCC2)n1-n1cccc1	i	0.055	57
CC(C)S(=O)(=O)c1ccc(C(=O)N2CCN(c3nc4ccccc4s3)CC2)cc1	i	0.085	63
NC(=O)Cn1nnn(-c2ccc(NC(=O)C3c4ccccc4Oc4ccccc43)cc2)c1=O	i	0.18	75
CCOc1ccc(N2CC(c3nc4ccccc4n3CC(C)C)CC2=O)cc1 (centres undefined)	i	0.051	73
CC(C)S(=O)(=O)Nc1ccc(CC(=O)N2CCOCC2)cc1	i	0.11	65
CS(=O)(=O)N1CCC(CNC(=O)/C=C/c2ccccc2)CC1	i	0.035	48
Cc1ccc(-c2cc(C(=O)NCCN3CCOCC3)c3c(C)nn(C4CCS(=O)(=O)C4)c3n2)cc1 (centres undefined)	i	0.14	60
O=C(NCCC1=CCCCC1)c1cc(S(=O)(=O)N2CCCCC2)ccc1F	i	0.028	59
COc1ccc(CNC(=O)C(=O)NCC(c2ccc(C)cc2)N2CCOCC2)cc1 (centres undefined)	i	0.034	55
CC(=O)N1CCN(c2ccnc3c2c(=O)n(CC(=O)N(C(C)C)C(C)C)c(=O)n3C)CC1	i	0.087	67
Cn1cccc1C(O)CNC(=O)C(=O)NCc1ccc(F)cc1 (centres undefined)	i	0.1	63
O=C(NCc1nc2ccccc2[nH]1)c1nc(-c2cnccn2)no1	i	0.15	74
Cc1cc(NC(=O)COc2ccc(Cl)cc2Cl)ccc1N1CCCC1=O	i	0.094	47
COc1cc(NC(=O)Nc2c(C)nc3ccc(C)cn3c2=O)cc(OC)c1	i	0.11	59
Cc1ccc(OCC(O)Cn2c(NCCN3CCOCC3)nc3c2c(=O)[nH]c(=O)n3C)cc1C (centres undefined)	i	0.083	70
O=C(O)c1cc(=O)c2cc(Cl)ccc2o1	i	0.049	54
O=C(Nc1ccc2c(c1)N(C(=O)c1ccco1)CC2)c1nc2ccccc2s1	i	0.15	49
Cc1cc(=O)[nH]c(-n2nc(C3CC3)cc2NC(=O)C2(c3ccc(Cl)cc3)CCCC2)n1	i	0.1	59
COc1ccccc1OCC(O)CN1C(C)(C)CC(O)CC1(C)C (centres undefined)	i	0.13	53
CCOC(=O)N1CCN(CC(O)COC2CC(C)CCC2C(C)C)CC1 (centres undefined)	i	0.03	61
COc1cc(C)c(C)cc1S(=O)(=O)Nc1ccc2c(c1)CCCN2S(C)(=O)=O	i	0.13	74
O=C(Cn1cnc(-c2cccs2)cc1=O)NCCn1nc(-c2ccco2)ccc1=O	i	0.086	65
COc1ccc(S(=O)(=O)CCC(=O)Nc2nc3c(C)ccc(C)c3s2)cc1	i	0.14	61
COCc1cnc2c(c1SCC(=O)Nc1ccc(C)c(Cl)c1)c(=O)n(C)c(=O)n2C	i	0.046	55
O=C(NCC1CCN(Cc2ccccc2)CC1)C(=O)NC1CCCC1	i	0.053	54
CCc1ccccc1NC(=O)C(=O)NCC1CCN(c2ncccn2)CC1	i	0.11	63
COc1ccc(S(=O)(=O)NCCC(=O)N(C)C)cc1N(C)S(C)(=O)=O	i	0.064	50
CC(=O)NC(CCS(C)(=O)=O)C(=O)Nc1cc(C)ccc1C (centres undefined)	i	0.047	57
Clc1ccc(-c2nnn3c2nc(N2CCOCC2)c2ccccc23)cc1	i	0.14	57
CS(=O)(=O)N1CCC(C(=O)N2CCC(c3nnc(-c4ccc(F)cc4)o3)CC2)CC1	i	0.075	59
O=C(Nc1ccc(-n2cnnn2)cc1)C1COCC(=O)N1Cc1ccccc1 (centres undefined)	i	0.068	64
CCCOc1cc(N2CCN(C(=O)c3cccc(Cl)c3)CC2)nc(C)n1	i	0.057	66
Cc1cc(NC(=O)CSc2nc(=O)n(N3CCN(C)CC3)c3c2CCC3)no1	+	0.21*	62*
O=C(c1ccc([N+](=O)[O-])cc1)N(C(=O)N1CCCCC1)c1cccc(Cl)c1	i	0.039	55
COc1cccc(C(=O)Nc2ccc(OC)c(N3CCCCC3=O)c2)c1	i	0.051	58
Cc1ccc(NC(=O)c2n[nH]c3ccccc23)cc1F	i	0.15	60
Cc1ncc2c(SCC(=O)NCc3ccco3)ncnc2n1	i	0.1	59
COc1ccc(C)c2sc(N(CCN3CCOCC3)C(=O)C3CCCCC3)nc12	i	0.12	57
O=C(CSc1nnnn1-c1ccccc1F)N1CCOCC1	i	0.059	71
O=C(Cn1nc(-c2ccco2)c2sc(N3CCOCC3)nc2c1=O)Nc1ccc(F)c(Cl)c1	i	0.11	50
CCOc1cc(-c2ccc3c(c2)OCO3)cc(=O)c2c(C)oc(C)c12	i	0.066	45
O=C(NCCS(=O)(=O)N1CCN(c2ncccn2)CC1)Nc1ccccc1	i	0.098	70
O=S(=O)(c1cccnc1)N1CCN(Cc2nc(-c3ccco3)cs2)CC1	i	0.14	55

Source: PubChem
